T cell modulator: T cell immune modulation candidate; 2C CD8+ T cell-vesicle binding, flow cytometry; stronger effect = lower value; calls only at 7 µM; actives 0.068% (n = 330,000);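 active = response, share of CD8 T cells binding vesicles, and their 90th percentile fluorescence all below set limits, cut at about 80% in these data, passing the limit was not always enough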
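Benchmarks: naked versus QL9-loaded vesicles / Assay system: purified 2C TCR transgenic mouse naive CD8+ T cells / Technique: high-throughput flow cytometry with anti-B7-1 and anti-CD8 staining / Timing: Cell–vesicle co-incubation 1.5 h at 37 °C, staining 20 min on ice / Read-out: percent CD8+ FL2 mean versus row control / Probe or stimulus: QL9-loaded Drosophila micro-vesicles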
Lipid droplet: hepatic lipid droplet formation modulation. actives 0.4% (n = 240,000). inhibition, % at 6.5 µM. AML12 mouse hepatocytes, oleate lipid droplets, BODIPY imaging;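 active = lipid droplet intensity inhibited by at least 50%, with more than 500 cells counted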
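Assay system: AML12 hepatocytes (mouse) / Also added: 100 µM oleic acid challenge / Times: overnight treatment with compound plus oleate / Detection: high-content imaging of BODIPY-stained droplets and DAPI nuclei / Evaluation: % inhibition of lipid droplet signal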
Ins promoter up: MIN6 insulin promoter up-regulation. actives 0.3% (n = 190,000). z-score at 5 µM. MIN6 insulin promoter-GFP reporter, high-content imaging; stronger effect = higher value. AID 1625;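 active = z-score above 3 at 5 µM with at least 500 cells counted in the well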
Myeloid diff MLP: myeloid differentiation induction; actives 1% (n = 360,000); ER-HoxA9 myeloid progenitors, lysozyme-GFP differentiation, flow cytometry; calls only at 10 µM;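 active = normalized GFP-positive differentiation at or above the plate's own cutoff, the solvent-only control mean plus 3 SD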;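 note: cells exposed to compound for four days before flow analysis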
MT stabilize HCS: stabilizes microtubules in HeLa cells; % tubulin-high responders, % at 10 µM; HeLa tubulin immunostaining HCS, 24 h; share of cells brighter than vehicle mean+2SD; actives 0.83% (n = 200,000);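 active = plate Z-score above 3 for both tubulin-high and condensed-nucleus cell shares, with cell loss under 80%, at 10 µM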;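 note: anti alpha tubulin signal scored within the nucleus-defined area of each cell; some results filed as inactive read as strong as hits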
b-catenin transl: modulators of beta-catenin nuclear translocation | HeLa beta-catenin nuclear translocation, immunofluorescence imaging | nuclear translocation activity, % at 5 µM | actives 0.3% (n = 190,000) | AID 1665;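 active = nuclear translocation activity above 50% at 5 µM, with a well cell count of 50 or more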;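 note: per-cell ratio of nuclear to cytoplasmic median beta-catenin stain intensity; plate controls were DMSO negative control for no effect and GSK-3 inhibitor IX positive control for full effect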
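Test system: human HeLa cells, native beta-catenin. Compound dosing: 5 µM primary single dose, 0.1% DMSO, 0.02–20 µM confirmation series. Incubation: compound exposure 24 h at 37°C. Detection: beta-catenin immunostaining with DAPI counterstain, 20x imaging, 6 fields/well. Read-out basis: Nuclear/cytoplasmic beta-catenin signal ratio, % activation.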
PMI inhibitors: MPI enzyme activity inhibition – biochemical, fluorescence intensity, coupled assay, primary screen (AID 1209) | purified PMI enzyme, coupled fluorescence intensity; higher % means a stronger effect | inhibition, % at 20 µM, or IC50 in µM where a hit was titrated | actives 0.42% (n = 190,000); in the data active = inhibition above about 50%;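 note: plate controls were DMSO vehicle for no effect and wells lacking substrate for full effect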
TNAP activators: stimulation of alkaline phosphatase TNAP activity – biochemical, luminescent, no phosphate acceptor, uHTS, primary screen (AID 1001); purified TNAP, luminescent activation assay, no phosphate acceptor; higher activation fold means a stronger effect; one-dose activation fold at 20 µM; EC50 in µM for titrated hits; actives 0.03% (n = 200,000); in the data active = activation fold from about 3, or a potency from the dose series; inactive = the rest, 99 in 100 with activation fold below about 1.6; note: many of its hits are not listed in these tables
Dynein transport: dynein cargo transport inhibition; 3617.4 mouse cells, GR-EGFP nuclear translocation imaging; test concentration mostly 20 µM; stimulated with dexamethasone, 1 µM; stronger effect = lower value; z-score, hits read low; actives 0.47% (n = 220,000); AID 1381;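 active = plate z-score of nuclear minus cytoplasmic receptor signal below a set negative limit, without overly bright fluorescence or cell loss, cut at about -3.5 in these data, passing the limit was not always enough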;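 note: z-score of nuclear minus cytoplasmic ring GR-EGFP intensity difference per well; some compounds called inactive have numbers as strong as hits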
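Buffer or medium: tet-free medium with charcoal-stripped serum / Also added: dexamethasone agonist, 1.0 µM final, for 30 min / Timing: induction 48 h, compound 1 h, agonist 30 min / Measured by: high-content fluorescence imaging after fixation / Read-out: nuclear-to-cytoplasmic GR-EGFP distribution per well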
Dynein transport cytoplasmic EGFP: recorded beside Dynein transport, whose call it bears; z-score; measured here: cytoplasmic GR-EGFP intensity; stronger effect = higher value
Dynein transport nuclear GR-EGFP: further read-out of Dynein transport, marked with its call; z-score; measured here: nuclear GR-EGFP intensity;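 lower value marks the stronger effect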
Dynein transport cell count: recorded beside Dynein transport, whose call it bears; z-score; measured here: cell count per field
Ins promoter up cell count: further read-out of Ins promoter up, marked with its call; cell count; measured here: cytotoxicity, nuclei count;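 total cells summed across four imaged fields per well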
Lipid droplet cells 6.5 µM: also measured in Lipid droplet; calls as there; cell count; measured here: cell count, cytotoxicity flag;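 cells counted across two imaged fields per well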
b-catenin transl cell count 5 µM: further read-out of b-catenin transl, marked with its call; cell count; measured here: cell count, cytotoxicity flag
T cell modulator vesicle-bound %: also measured in T cell modulator; calls as there; double positive events, %; measured here: CD8+ vesicle-bound cell fraction;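 binding gate set so that unloaded-vesicle control wells show 10% double positive cells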
MT stabilize HCS Hoechst-high %: also measured in MT stabilize HCS; calls as there; % Hoechst-high responders; measured here: nuclear condensation Hoechst responders;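 share of cells brighter than vehicle mean plus two SD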
MT stabilize HCS cytotoxicity %: also measured in MT stabilize HCS; calls as there; toxicity, %; measured here: cytotoxicity by cell density;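 0% = mean cell density of plate MIN control wells and 100% = no cells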
Myeloid diff MLP GFP+ MAC1+ %: further read-out of Myeloid diff MLP, marked with its call; GFP+ MAC1+ double positive, %; measured here: differentiation confirmed by MAC1 staining
Starred values were filed as active, the others as inactive; i = inactive; nt = not tested or not shown; + = active, no number. Only part of the results is shown; the hit share may differ from the screen's.

SMILES	T cell modulator	T cell modulator vesicle-bound %	Lipid droplet	Lipid droplet cells 6.5 µM	Ins promoter up	Ins promoter up cell count	Myeloid diff MLP	Myeloid diff MLP GFP+ MAC1+ %	MT stabilize HCS	MT stabilize HCS Hoechst-high %	MT stabilize HCS cytotoxicity %	b-catenin transl	b-catenin transl cell count 5 µM	PMI inhibitors	TNAP activators	Dynein transport	Dynein transport cytoplasmic EGFP	Dynein transport nuclear GR-EGFP	Dynein transport cell count
CCOC(=O)C(O)(c1ccc(NC(=O)c2ccco2)c(OC)c1)C(F)(F)F (configuration not stated)	i	33	2	754	1.2	715	i	1.5	2.2	1.0	6.9	1.8	1067	17%	1.1	0.25	-0.24	-0.12	0.38
Cn1c(=O)c2c(nc(N/N=C/c3c(O)n(-c4ccccc4)c(=S)[nH]c3=O)n2C)n(C)c1=O	i	5	4	703	0.51	1514	i	0.8	3.0	2.9	7.1	-1.9	1084	22%	0.7	-0.22	-0.24	0.14	0.44
CCNC(=O)NC(=O)C(C)OC(=O)c1c(C)nn(Cc2ccccc2)c1Cl (configuration not stated)	i	49	-14	587	0.61	1405	i	0.6	1.5	2.6	3.9	0.6	1116	16%	0.9	-0.066	-0.16	0.16	0.0079
CCCCC(CC)COCCCN=Cc1c(O)[nH]c(=S)[nH]c1=O (configuration not stated)	i	14	7	675	0.65	938	i	0.4	nt	nt	nt	-0.8	1338	nt	nt	-0.027	-0.27	0.43	0.012
CCN1C(=O)CC(c2cccnc2)=Nc2ccccc21	i	13	-2	666	0.12	1557	i	0.6	2.8	1.9	6.5	0.2	1546	8%	1.1	0.6	-0.22	0.67	-1.1
Cn1c(O)c(C(=Nc2ccccc2)SCc2ccc(Cl)cc2)c(=O)n(C)c1=O	i	41	-2	661	0.07	960	i	0.9	nt	nt	nt	-0.2	1273	nt	nt	-0.98	-0.64	-0.82	0.034
CCCCCP(=O)(O)c1ccccc1	i	34	nt	nt	1.3	1165	i	0.4	2.6	2.8	10	2.4	857	2%	1.1	-0.0074	-0.22	-0.02	0.025
CNC(=O)OCCc1nccn1C	i	26	5	737	-0.85	1193	i	1.4	3.8	2.8	1.3	6.9	480	5%	1.1	-0.18	-0.24	0.049	0.56
COc1cc(C(c2c(O)c3ccccc3oc2=O)c2c(C)n(C)n(-c3ccccc3)c2=O)ccc1O (configuration not stated)	i	42	8	600	-0.04	1344	i	0.7	1.5	3.2	6.7	-0.3	556	-9%	1	-0.59	0.00083	-0.52	0.71
O=c1c2ccccc2nc(-c2ccc(Cl)cc2Cl)n1-c1nccs1	i	16	-2	641	-0.18	1419	i	0.4	4.6	1.8	9.5	-1.5	1115	11%	1	0.0021	-0.19	0.082	0.58
Cc1ccc(S(=O)(=O)NC(CC(=O)N2CCC3(CC2)OCCO3)c2ccco2)cc1 (configuration not stated)	i	18	0	590	0.13	1611	i	1.5	6.2	2.8	6.1	-0.5	1078	4%	1.1	-0.67	-0.23	-0.13	0.38
Cc1ccc2cccc(OC(=O)N3CCCC3)c2n1	i	48	5	699	-1.2	1129	i	1.0	3.5	1.8	5.8	nt	nt	-2%	1.2	-1	-0.23	-0.32	1
O=C1NC(=O)C(=Cc2ccccc2OCCOc2ccc([N+](=O)[O-])cc2)C(=O)N1	nt	nt	-4	672	0.11	1312	i	0.1	4.1	1.5	7.5	-0.3	1095	-14%	1	-0.28	-0.35	-0.32	0.23
CC(Cc1ccccc1)NC(=O)NC(C)Cc1ccccc1 (configuration not stated)	i	30	22	765	nt	nt	i	2.9	1.6	1.9	11	nt	nt	7%	1.2	-0.4	-0.26	-0.02	0.92
CC(=O)Nc1ccccc1C(=O)OCC(=O)c1cccc2ccccc12	i	28	nt	nt	0.14	1598	i	0.6	2.1	1.9	7.0	-2.0	1443	5%	1.1	-0.16	-0.22	-0.2	0.33
CCN(CC)c1ccc(CC2C(=O)N(C)C(=O)N(C)C2=O)cc1	i	52	-18	560	-0.22	1455	i	0.5	4.0	2.3	5.3	-0.7	1087	-7%	1.1	-1.3	0.0027	-0.86	-0.16
CCCC1(CCC)C(=O)NC(=Nc2ccc(C)cc2)NC1=O	i	57	-5	685	nt	nt	nt	nt	6.5	1.4	7.2	-2.0	985	-1%	1	0.6	-0.25	0.4	-0.22
O=C(N/N=C/c1c(O)n(Cc2ccccc2)c(=O)[nH]c1=O)c1ccccc1O	i	44	-8	622	0.9	1459	i	0.3	11	2.9	17	0.5	1020	16%	0.8	-1	-0.23	-0.35	1.2
COc1ccc(-n2c(O)c(C=NCCCn3ccnc3)c(=O)[nH]c2=O)cc1	i	8	-8	739	-0.65	719	i	0.7	2.8	2.0	3.7	0.6	1176	-5%	1	-0.24	-0.22	-0.33	1.4
Cc1cc(C(=O)C[N+]23CCN(CC2)CC3)c(C)n1-c1ccc(Br)cc1	i	34	0	701	-0.04	1335	i	0.2	5.2	1.4	4.6	-1.2	1059	-14%	1.2	1.2	-0.37	0.13	-0.38

One compound at a time, from the list above. Values in the order: T cell modulator | T cell modulator vesicle-bound % | Lipid droplet | Lipid droplet cells 6.5 µM | Ins promoter up | Ins promoter up cell count | Myeloid diff MLP | Myeloid diff MLP GFP+ MAC1+ % | MT stabilize HCS | MT stabilize HCS Hoechst-high % | MT stabilize HCS cytotoxicity % | b-catenin transl | b-catenin transl cell count 5 µM | PMI inhibitors | TNAP activators | Dynein transport | Dynein transport cytoplasmic EGFP | Dynein transport nuclear GR-EGFP | Dynein transport cell count
`CC(=O)Nc1ccccc1C(=O)OCC(=O)c1cccc2ccccc12` reads i | 28 | nt | nt | 0.14 | 1598 | i | 0.6 | 2.1 | 1.9 | 7.0 | -2.0 | 1443 | 5% | 1.1 | -0.16 | -0.22 | -0.2 | 0.33
`CCCCC(CC)COCCCN=Cc1c(O)[nH]c(=S)[nH]c1=O` (configuration not stated) reads i | 14 | 7 | 675 | 0.65 | 938 | i | 0.4 | nt | nt | nt | -0.8 | 1338 | nt | nt | -0.027 | -0.27 | 0.43 | 0.012

(further entries)
SMILES	T cell modulator	T cell modulator vesicle-bound %	Lipid droplet	Lipid droplet cells 6.5 µM	Ins promoter up	Ins promoter up cell count	Myeloid diff MLP	Myeloid diff MLP GFP+ MAC1+ %	MT stabilize HCS	MT stabilize HCS Hoechst-high %	MT stabilize HCS cytotoxicity %	b-catenin transl	b-catenin transl cell count 5 µM	PMI inhibitors	TNAP activators	Dynein transport	Dynein transport cytoplasmic EGFP	Dynein transport nuclear GR-EGFP	Dynein transport cell count
CCOC(=O)C1SC2(C(F)(F)F)CC1(O)c1c(C)cc(C)nc1O2 (configuration not stated)	i	27	-4	684	nt	nt	+	15*	4.5	3.8	1.0	nt	nt	9%	1.2	-1.1	-0.22	-0.55	0.72
O=C1NC(=S)NC(=O)C1C1CCCCC1	i	27	-9	714	1.1	1099	i	0.4	nt	nt	nt	1.0	1347	nt	nt	-1.4	-0.83	-0.97	1.5
COP(=O)(OC)C(Nc1ccccn1)c1ccccc1 (configuration not stated)	i	36	-2	693	-0.45	1444	i	0.5	2.6	2.4	8.5	5.0	1076	-1%	1	0.046	-0.25	0.11	0.46
CC(NC(=O)Cc1cccc2ccccc12)C(=O)N1CCC(=O)CC1 (configuration not stated)	i	5	4	696	-0.46	1211	i	0.8	1.4	1.4	3.8	0.4	1076	-7%	1.1	0.67	-0.18	1.3	-2.3
Cc1ccc2c(c1)CC1(CN2C)C(=O)NC(=O)N(c2cc(C)ccc2C)C1=O (configuration not stated)	i	36	nt	nt	-0.4	1628	i	2.6	4.2	2.2	4.1	-2.0	998	-54%	1.1	-0.12	-0.45	-0.16	0.85
OCC1(CO)COC(c2cccnc2)N1 (configuration not stated)	i	57	nt	nt	-0.01	1213	i	1.0	5.3	4.7	5.2	-5.3	951	-5%	1.1	-0.49	-0.32	-0.26	0.23
CCCOP(=O)(O)c1c([N+](=O)[O-])cc(C(F)(F)F)cc1[N+](=O)[O-] (tested in a mixture with another compound)	i	25	8	789	nt	nt	i	1.1	3.8	3.4	1.4	nt	nt	-23%	1.1	-0.55	-0.24	-0.47	0.2
O=c1cc(C(F)(F)F)c2cc3c4c(c2o1)CCCN4CCC3	i	3	-4	762	nt	nt	+	2.3*	3.1	1.4	2.8	nt	nt	-7%	1.1	-4.8*	-0.34*	-3.4*	0.47*
CC[N+]12CCC(CC1)C(C(O)(c1ccccc1)c1ccccc1)C2 (configuration not stated)	i	35	2	594	-0.03	1024	i	0.5	nt	nt	nt	-1.1	1346	nt	nt	-0.43	-0.2	-0.3	0.075
COc1ccc(C(=O)C2CCCN(Cc3cccc(C)n3)C2)c(OC)c1 (configuration not stated)	i	39	0	747	-0.16	1019	i	0.1	nt	nt	nt	0.5	1311	nt	nt	-0.69	-0.29	-0.32	0.69
CC(C)NS(=O)(=O)c1ccc(OCC(=O)N2CCN(C)CC2)cc1	i	51	nt	nt	1.9	764	i	1.0	5.6	2.3	6.3	-0.9	1190	4%	1.1	0.86	-0.21	0.67	-0.06
CCCCOP(=O)(CN1CCOCC1)OCCCC	i	1	nt	nt	0.29	1478	i	0.7	3.5	1.9	1.4	1.5	1364	-9%	1	-0.97	-0.21	-1.2	-0.43
CN1CCC(n2nccc2N)CC1	i	36	4	786	0.22	1358	i	1.1	2.0	1.9	8.0	-2.8	1201	15%	1.1	-0.18	-0.15	-0.054	0.052
